STEP inh: inhibitors of human striatal-enriched phosphatase STEP; recombinant STEP, OMFP fluorogenic substrate, fluorescence; P54829; 360,000 compounds, 0.25% hits; inhibition, % at 20 µM;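 active = inhibition at 20 µM, scaled per plate between control wells, above about 37%, limit read from the data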;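 note: 0% = DMSO with enzyme and substrate and 100% = substrate only without enzyme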
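Test system: STEP tyrosine phosphatase / Reagent: OMFP at 25 µM / Doses: 20 µM, 1% DMSO / Read-out: percent inhibition scaled to no-enzyme and uninhibited-enzyme controls, plate-pattern corrected / Detection: FITC-channel fluorescence of OMFP product / Medium: Bis-Tris buffer pH 6.0, 2.5 mM DTT, 0.005% Tween 20 / Schedule: 20 min at room temperature, dark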
Scp-1 inhibitor: inhibitors of human Scp-1 phosphatase; Q9GZU7; Recombinant Scp1, phosphopeptide, malachite green phosphate absorbance; inhibition, % at 20 µM; 340,000 compounds, 0.88% hits; AID 493091;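 active = inhibition above about 50% at 20 µM, limit read from the data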;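 note: plate controls were DMSO wells with enzyme for no effect and wells lacking enzyme for full effect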
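Test system: SCP-1 phosphatase catalytic domain, residues 76-261 | Compound dosing: One concentration, 20 µM, with 1.0% DMSO | Schedule: 45 min room-temperature reaction, 5 min colour, 30 min stabiliser | Detection: Absorbance at 630 nm | Read-out basis: % inhibition of SCP-1 phosphate liberation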
SKN-1 inh: blocks SKN-1 activity in C. elegans; C. elegans VP596 Pgst-4::GFP/RFP ratio, acrylamide-induced, 24 h; AID 624304; 360,000 compounds, 0.49% hits; inhibition, % at 21.8 µM;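 active = interference check ratio from 0.5 to 1.5 plus GFP to RFP signal ratio inhibition reaching or exceeding a fixed threshold, cut at about 30% in these data, passing the limit was not always enough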; note: some compounds called inactive have numbers as strong as hits
NadD inh: blocks S. aureus nicotinate mononucleotide adenylyltransferase. purified NadD enzyme, colorimetric absorbance read-out. inhibition, % at 20 µM. 360,000 compounds, 0.78% hits. AID 602399; in the data active = inhibition above about 26%; note: some compounds past the cut are filed as inactive
DNMT1 block: inhibitors of human DNMT1; P26358; DNMT1 molecular beacon, Hinp1I cleavage, fluorescence; inhibition (reported as % activation of signal), % at 10 µM; 360,000 compounds, 0.83% hits; in the data active = inhibition above about 50%
Target sequence (P26358 504-1616 limits assumed): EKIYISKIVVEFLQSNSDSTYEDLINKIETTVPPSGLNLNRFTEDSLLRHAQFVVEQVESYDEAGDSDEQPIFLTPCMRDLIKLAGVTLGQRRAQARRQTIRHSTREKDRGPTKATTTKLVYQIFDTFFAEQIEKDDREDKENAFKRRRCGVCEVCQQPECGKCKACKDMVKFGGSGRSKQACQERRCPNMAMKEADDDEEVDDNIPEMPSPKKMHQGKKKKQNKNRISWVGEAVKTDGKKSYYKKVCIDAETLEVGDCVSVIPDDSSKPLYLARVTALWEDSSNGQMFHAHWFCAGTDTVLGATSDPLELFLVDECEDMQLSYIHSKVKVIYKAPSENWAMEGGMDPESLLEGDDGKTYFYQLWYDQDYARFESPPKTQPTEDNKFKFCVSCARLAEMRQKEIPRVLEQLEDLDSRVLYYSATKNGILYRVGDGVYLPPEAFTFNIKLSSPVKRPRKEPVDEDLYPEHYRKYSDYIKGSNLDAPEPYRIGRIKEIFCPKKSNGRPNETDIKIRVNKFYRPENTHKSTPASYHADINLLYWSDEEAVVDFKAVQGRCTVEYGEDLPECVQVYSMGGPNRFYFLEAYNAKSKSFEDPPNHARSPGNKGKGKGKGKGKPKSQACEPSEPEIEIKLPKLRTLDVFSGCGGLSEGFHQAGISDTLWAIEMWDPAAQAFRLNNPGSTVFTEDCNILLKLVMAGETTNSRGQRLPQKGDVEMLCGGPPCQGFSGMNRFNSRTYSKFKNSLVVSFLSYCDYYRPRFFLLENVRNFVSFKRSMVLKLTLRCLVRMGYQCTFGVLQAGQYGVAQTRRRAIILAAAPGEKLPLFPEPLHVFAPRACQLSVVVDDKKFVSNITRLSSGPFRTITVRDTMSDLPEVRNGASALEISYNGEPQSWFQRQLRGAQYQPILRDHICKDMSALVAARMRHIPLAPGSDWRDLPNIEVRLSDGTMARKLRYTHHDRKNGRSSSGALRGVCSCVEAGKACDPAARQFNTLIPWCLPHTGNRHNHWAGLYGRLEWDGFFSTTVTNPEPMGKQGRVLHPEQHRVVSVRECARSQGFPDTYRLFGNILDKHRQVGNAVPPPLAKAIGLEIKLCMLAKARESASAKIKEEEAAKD
Rpn11 block: Rpn11 (human) deubiquitinase inhibition | 360,000 compounds, 0.59% hits | calls only at 20 µM | human 26S proteasome, Ub4-pepOG fluorescence polarization; 20S core pre-blocked with epoxomicin | AID 588493 | O00487;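 active = inhibition at 20 µM, scaled to each plate's controls, above about 33%, limit read from the data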
NRP1-CendR mod: modulators of CendR peptide binding to human neuropilin-1 | O14786 | FAM-RPARPAR peptide binding to NRP-1, fluorescence polarization | inhibition, % at 25 µM | 360,000 compounds, 0.85% hits;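 active = inhibition or corrected inhibition above about 18%, plus a signal ratio from 0.5 to 1.5, limit read from the data, passing the limit was not always enough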; note: strong numbers were not always called active
MT1-MMP act inh: blocks activation of human MT1-MMP | HT1080 RFP-PRO-GFP cells, GFP/RFP ratio fluorescence, overnight; percent of plate control window, DMSO zero | GFP/RFP ratio change, % at 20 µM | 360,000 compounds, 0.061% hits;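 active = GFP/RFP ratio change of at least 30% with cell ATP level not reduced by more than half and red fluorescence within 50% of control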; note: strong numbers were not always called active
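Compound: 20 µM single dose, 1% DMSO / System: HT1080 RFP-PRO-GFP cells / Controls: DMSO and RFP-L50D-GFP cell wells / Read-out basis: GFP/RFP fluorescence ratio / Schedule: overnight compound exposure at 37 °C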
SUMO1-SIM PPI: modulators of human SUMO1-mediated protein-protein interactions | SUMO1 binding to a labelled peptide, TR-FRET, 1 h | inhibition, % at 20 µM | 360,000 compounds, 0.33% hits | AID 602429; in the data active = inhibition above about 37%
LMPTP block: LMPTP (human) inhibition. recombinant LMPTP-A, OMFP fluorogenic substrate, fluorescence intensity. inhibition, % at 20 µM. 360,000 compounds, 0.22% hits;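 active = compounds that cut the enzyme signal by at least half of the control window in the single-dose screen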;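 note: plate controls were DMSO wells with enzyme plus substrate for no effect and substrate without enzyme for full effect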
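Test system: LMPTP-A phosphatase enzyme; input: 0.625 nM LMPTP-A final; reagent: OMFP substrate, 400 µM final; compound dosing: 20 µM single dose, 3% DMSO; incubation: 50 min dark incubation at room temperature; measured by: endpoint fluorescence intensity from OMFP dephosphorylation; measure: % inhibition relative to no-enzyme and uninhibited control wells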
* hit, by the source's call; i = inactive; x = no result given.

STEP inh	Scp-1 inhibitor	SKN-1 inh	Molecule	NadD inh	DNMT1 block	Rpn11 block	NRP1-CendR mod	MT1-MMP act inh	SUMO1-SIM PPI	LMPTP block
2	-6	-2	Cc1ccc(NC(=O)C2(S(=O)(=O)c3ccc(Cl)cc3)CC2)c(Br)c1	-4	3	i	-4	-1	4	2.6
-1	7	-9	COc1cc2c(cc1OC)[C@@H](NC(=O)c1ccc(C(F)(F)F)cc1)[C@H](OCc1ccccc1)C2	-7	42	i	-4	4	1	-1.9
4	2	3	C=CCn1c(C)cc(C(=O)CN2C(=O)NC3(CCCc4ccccc43)C2=O)c1C (stereo not given)	2	-3	i	17	0	-7	-1.6
-1	-3	-2	Cc1ccccc1NC(=O)Cc1nc(COC(=O)c2ccc(O)cc2O)cs1	-3	-3	i	5	1	-2	0.5
-1	5	8	Cc1ccc(C(=O)c2c3ccccc3[n+]([O-])n2CCC(=O)O)cc1	3	4	i	-2	-4	-7	-1.2
-3	-14	-18	Cc1cc(C)c(-c2c(O)c3ccccc3n(C)c2=O)c(C)c1	-2	-2	i	7	4	4	2.9
1	-1	-1	C=CCSc1nnc(-c2cc3c(s2)-c2ccccc2CC3)o1	1	-6	i	-11	-4	-4	1.6
2	3	2	CC(=O)N1CCN(c2ccc(NC(=O)c3ccc([N+](=O)[O-])cc3Cl)cc2)CC1	-1	5	i	2	5	-20	-0.8
-2	0	7	COc1cccc(OCCc2c(C)n[nH]c2C)c1	-7	3	i	-6	-1	-1	-0.8
0	-7	-6	O=c1[nH]c2ccccc2n2c(C(F)(F)F)nnc12	-2	1	i	-97	-28	6	0.0
0	-6	8	COc1ccc(/C=C2\SC(=S)N(CC(=O)NC3C=CS(=O)(=O)C3)C2=O)cc1 (stereo not given)	14	-3	i	-7	-1	-19	2.0
0	-5	8	FC(F)(F)c1ccccc1-n1c(-c2ccco2)n[nH]c1=S	7	1	i	6	-2	6	0.6
2	-9	0	O=C(COC(=O)Cc1ccc(-c2ccccc2)cc1)NCc1ccccc1	-2	-11	i	-11	1	0	0.5
-1	-3	-4	O=C(CCS(=O)(=O)c1ccccc1)Nc1cccc2c1C(=O)NC2=O	1	3	i	-6	1	-12	-2.4
0	3	-4	O=C(c1ccc2nc(Cc3cccc(Cl)c3)oc2c1)N1CCC[C@H]1CO	-3	-2	i	10	-2	3	-2.9
1	4	13	Cc1ccc(Nc2oc(C)nc2C#N)cc1	-3	-2	i	-6	4	0	-0.7
2	x	-6	COCCNC(=O)C1(C)CCN(C(=O)c2cc(-c3ccccc3)cs2)C1 (stereo not given)	0	-1	i	-11	9	-14	-1.0
4	-11	7	O=[N+]([O-])c1ccc(-n2nncc2-c2ccc(Cl)cc2)cc1	11	4	i	1	2	-28	-0.5
3	0	13	COc1ccc(-c2ccc(CCC(=O)O)n2CC(C)C)cc1	6	-4	i	-35	-4	2	0.4
-4	-5	-9	CCOC(=O)CC1C(=O)NCCN1Cc1ccc(OC)c(OC)c1 (stereo not given)	-4	0	i	21	5	3	-1.9
0	17	-30	COc1ccccc1CNC(=O)c1ccccc1N(C)S(C)(=O)=O	-1	2	i	2	-2	2	-1.3
-1	x	1	O=S1(=O)CC(N2CC=CC2)CN1Cc1ccccc1 (stereo not given)	-7	2	i	-1	4	1	0.5
-1	-8	12	Cc1ccc(NC(=O)CSc2nncn2-c2ccccn2)cc1Cl	-5	-2	i	4	1	-5	0.2
-7	2	0	CN(c1ccccc1)c1cc(=O)[nH]c(=O)[nH]1	2	-5	i	-6	-7	0	-2.8
-3	-8	4	CCOC(=O)C1CCCN(C(=O)c2ccc(OCC)cc2)C1 (stereo not given)	-6	-5	i	-9	1	-4	-1.2
0	x	23	COc1ccccc1N1CCN(C(=O)c2cc(-c3ccccc3)nc3c2cnn3C(C)C)CC1	1	10	i	0	0	-3	0.9
-3	-4	-2	CC(=O)Nc1ccc(C(=O)COC(=O)Cc2ccsc2)c(F)c1	0	19	i	-6	-7	-1	-1.0
-2	-8	4	COc1cc(CC(=O)OCC(=O)NC2CCCC2)cc(OC)c1OC	1	1	i	11	1	-2	-0.5
-1	-10	4	NC(=O)NC(CC(=O)NNC(=O)c1ccccn1)c1ccc(Cl)cc1 (stereo not given)	-1	4	i	16	2	-2	-2.3
-2	-4	-15	CN(CC(=O)Nc1ccccc1F)CC(=O)Nc1ccc(F)c(F)c1F	-4	0	i	3	-1	0	0.4
-2	-3	16	Cc1ccc(CNC(=O)CN(C)S(=O)(=O)c2cccc3cccnc23)cc1	1	-1	i	-4	-2	1	-1.5
-2	-12	2	COc1ccc(CCNC(=O)c2ccccc2NS(=O)(=O)c2c(F)cccc2F)cc1	-4	-1	i	-4	2	3	1.5
-1	-9	13	CCOCCc1nnc(NC(=O)c2ccc(OC)c(OC)c2)s1	-3	1	i	0	1	-2	1.7
-1	-7	2	O=C(Cn1nnc(-c2ccncc2)n1)N1CCc2ccccc21	8	-2	i	-6	7	-4	-2.2
-8	-4	7	CC(NC(=O)c1ccccc1F)c1nnc(SCC(=O)NC2CCCC2)n1C (stereo not given)	0	4	i	0	5	6	-1.1
-2	7	7	NS(=O)(=O)c1ccc(N2N=C(c3ccccc3)CC2c2cccc(Br)c2)cc1 (stereo not given)	10	-26	i	6	-5	2	4.9
-4	-3	17	Cc1cc(C)cc(N(CCC#N)C(=O)COC(=O)CN2C(=O)NC(C)(C)C2=O)c1	2	-6	i	8	6	5	-0.1
-1	-3	18	N#CC(C#N)=C1C=CC=CN1/C(=C\c1ccccc1)C(=O)c1cccs1	9	-2	i	8	-25	-4	1.1
-3	-7	-2	C=CCN(c1ccc(C(=O)Nc2ccc(C)c(C)c2)cc1)S(C)(=O)=O	-7	-1	i	-4	7	0	-0.4
-2	-3	-2	CN(C)CC(C)(C)CNS(=O)(=O)c1ccc(OC(F)(F)F)cc1	-2	0	i	-4	1	-1	-0.9
4	-11	-7	Cc1ccc(S(=O)(=O)N(Cc2ccc(F)cc2)Cc2ccco2)cc1	4	-3	i	4	0	1	3.3
0	-5	4	COc1cccc(/C=C(\C(=O)O)c2ccccc2)c1	1	1	i	10	-2	2	0.0
-3	-6	8	COc1ccc(C(=O)O/N=C(/c2ccccc2)c2ccncc2)cc1OC	-4	-2	i	3	-3	0	0.6
0	-4	5	O=C1CCC/C=C\C[C@H](CC(=O)N(CCO)Cc2ccccc2)C(=O)N2CCC[C@@H]2CO1	-4	3	i	14	-1	1	-0.2
-2	1	-15	Cc1cc(=O)n2[nH]nnc2n1	-5	2	i	-6	3	3	-1.8
4	17	20	CCCSc1nnc(NC(=O)CSc2nc3[nH]c(=O)cc(O)c3s2)s1	5	7	i	-52	-2	15	2.4
2	-4	5	Cc1ccccc1C(=O)O/N=C(\N)c1cccc([N+](=O)[O-])c1	-5	5	i	6	4	-25	-1.2
1	1	13	Cc1ccccc1Nc1nc2ccccc2s1	-1	-2	i	14	-2	12	0.3

Given with each value named: entries from further up.
C=CCN(c1ccc(C(=O)Nc2ccc(C)c(C)c2)cc1)S(C)(=O)=O
  STEP inh = -3	Scp-1 inhibitor = -7	SKN-1 inh = -2	NadD inh = -7	DNMT1 block = -1	Rpn11 block = i	NRP1-CendR mod = -4	MT1-MMP act inh = 7	SUMO1-SIM PPI = 0	LMPTP block = -0.4
Cc1ccccc1C(=O)O/N=C(\N)c1cccc([N+](=O)[O-])c1
  STEP inh = 2	Scp-1 inhibitor = -4	SKN-1 inh = 5	NadD inh = -5	DNMT1 block = 5	Rpn11 block = i	NRP1-CendR mod = 6	MT1-MMP act inh = 4	SUMO1-SIM PPI = -25	LMPTP block = -1.2
N#CC(C#N)=C1C=CC=CN1/C(=C\c1ccccc1)C(=O)c1cccs1
  STEP inh = -1	Scp-1 inhibitor = -3	SKN-1 inh = 18	NadD inh = 9	DNMT1 block = -2	Rpn11 block = i	NRP1-CendR mod = 8	MT1-MMP act inh = -25	SUMO1-SIM PPI = -4	LMPTP block = 1.1

Going on with the list:
STEP inh	Scp-1 inhibitor	SKN-1 inh	Molecule	NadD inh	DNMT1 block	Rpn11 block	NRP1-CendR mod	MT1-MMP act inh	SUMO1-SIM PPI	LMPTP block
-2	8	-20	NCC(=O)NCC(=O)NC[C@H]1O[C@@H](n2ccc(=O)[nH]c2=O)[C@H](O)[C@@H]1O	0	0	i	6	3	0	-2.2
-2	0	11	O=C(CCCn1nnc(-c2cccnc2)n1)c1ccc(F)cc1	5	1	i	-1	1	-3	-1.2
1	-13	6	O=C(c1cccc(Cl)c1)N1CCCC(c2ccc(Cl)cc2)=N1	2	0	i	-6	-1	-4	2.8
-2	-7	29	O=C(CSc1nc(NS(=O)(=O)c2ccccc2)cc(=O)[nH]1)Nc1ccccc1C(F)(F)F	-5	1	i	14	2	2	-1.8
4	-4	-24	CCOc1ccc(N2C(=O)CC(N3CCN(c4ccc(C(=O)c5ccncc5)cc4)CC3)C2=O)cc1 (stereo not given)	6	-10	i	-7	7	-13	2.1
0	-3	0	Cc1cc2c(cc1C)NC(c1cccnc1)C1=C(CC(C)(C)CC1=O)N2 (stereo not given)	-8	0	i	6	-1	-6	-3.4
0	-4	13	Cc1ccc(S(=O)(=O)Cc2ccc(C(=O)N3CCCCC3C)cc2)cc1 (stereo not given)	1	-2	i	7	-1	-6	0.1
1	-14	26	CN(c1ccccc1)S(=O)(=O)c1ccc(NC(=O)c2ccc(-c3ccccc3)cc2)cc1	8	-17	i	5	-5	-1	4.4
1	-5	-8	Cc1ccc(/C=C2\C(=O)NC(=O)N2C)o1	-8	0	i	1	-5	-9	-2.2
-1	-5	17	Cc1ccc(CNS(=O)(=O)c2c(C)[nH]c(C)c2C(=O)N2CCCC2)cc1	5	4	i	0	4	-4	-0.1
0	-6	0	Fc1ccc(N2CCN(C(=S)NCC3CCCO3)CC2)cc1 (stereo not given)	-12	-2	i	1	-1	-1	0.7
-2	-9	5	CN(C)CCN(CC1CCCN(Cc2ccccc2F)C1)C(=O)c1ccc(Cl)cc1 (stereo not given)	-8	0	i	3	7	8	0.0
-2	-9	3	Cc1ccc2oc(C(=O)N3CCC(C(N)=O)(N4CCCCC4)CC3)c(C)c2c1	-5	-1	i	-3	6	8	-0.9
0	-1	10	CC1=NN(C(=O)Cc2ccccc2)C(O)(c2cccnc2)C1 (stereo not given)	-4	-1	i	-2	3	-3	-1.8
4	-11	5	CC(=O)c1cccc(NC(=O)C(NC(C)C)c2ccccc2)c1 (stereo not given)	-4	-14	i	-1	0	1	-1.6
-1	-1	7	Cc1c(CC(=O)O)c(=O)oc2cc3c(cc12)CCC(C)(C)O3	-7	0	i	6	-1	1	-0.7
-1	-7	-2	CSc1ncccc1C(=O)OCc1cccc([N+](=O)[O-])c1	-1	-3	i	0	-1	-12	0.6
-2	7	-12	CCOC(=O)CNC(=O)/C=C/c1ccc2c(c1)OCO2	1	5	i	10	-2	-9	2.9

Source: PubChem (Sanford-Burnham Center for Chemical Genomics)
